Bfl-1 displacement – Bfl-1 inhibitors, primary screen, biochemical, fluorescence polarization, FITC-Bid, mouse (AID 432); FITC-Bid BH3 peptide fluorescence polarization displacement; higher % means a stronger effect; displacement, % at 20 µM, or IC50 in µM where a hit was titrated; 0.02% of 64,000 active; in the data active means a potency from the dose series; inactive means the rest, 99 in 100 with displacement below about 15%; further: strong numbers were not always called active
HT1080 viability – cytotoxicity in HT1080 fibrosarcoma cells, cell-based, fluorescence readout (AID 620); HT1080 viability, fluorescence; higher % means a stronger effect; one-dose cytotoxicity, % at 10 µM; EC50 in µM for titrated hits; 0.42% of 87,000 active;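 further: cells exposed to compound overnight then 4 h with Alamar Blue; 0% = vehicle DMSO and 100% = killing control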
Alkaline phosphatase – human TNAP enzyme inhibitors, biochemical, luminescent (AID 518). inhibition, % at 20 µM, or IC50 in µM where a hit was titrated. 0.09% of 64,000 active. purified TNAP enzyme, luminescent substrate readout; higher % means a stronger effect; in the data active means a potency from the dose series; inactive means the rest, 99 in 100 with inhibition below about 22%;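 further: plate controls were vehicle for no effect and reference inhibitor for full effect; many of its hits are not listed in these tables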
LYP phosphatase – inhibition of human PTPN22 tyrosine phosphatase – biochemical, DiFMUP fluorescence, recombinant catalytic domain, 10 µM, primary screen (AID 606); recombinant LYP catalytic domain, DiFMUP fluorescence; higher % means a stronger effect; inhibition, % at 10 µM; hits with a dose series show IC50 in µM; 52,000 tested, under 10 active;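 active means IC50 under 40 µM in the dose-response test; inactive means IC50 of 40 µM or more, or never dose-tested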
MK inhibit – inhibitors of Streptococcus pneumoniae mevalonate kinase; purified MK, PK/LDH-coupled NADH absorbance 340 nm; inhibition, % at 10 µM; 0.48% of 65,000 active;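 active means ranked among the strongest by inhibition in the single 10 µM screen, a fixed top-ranked set picked for dose follow-up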; further: no value below 0 was filed
HPDE-C7 viability – HPDE-C7 pancreatic duct cell viability loss – fluorescence, HTS (AID 430) | HPDE-C7 pancreatic duct cells viability, fluorescence; higher % means a stronger effect | one-dose cytotoxicity, % at 10 µM; EC50 in µM for titrated hits | 1.8% of 63,000 active;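 further: cells exposed to compound for 48 hours before viability readout; 0% = vehicle and 100% = reference cytotoxic drug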
PMK inhibit – S. pneumoniae PMK inhibition; purified PMK, PK/LDH-coupled NADH absorbance 340 nm; inhibition, % at 10 µM; 0.49% of 65,000 active; AID 539;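 active means top-ranked compounds by inhibition in the single 10 µM screen, taking a fixed number of the strongest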;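 further: 0% = full reaction with DMSO carrier and 100% = background rate without enzyme reaction; no value below 0 was filed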
HPDE-C7K KRASV12 – viability loss of HPDE-C7K cells – cell-based, fluorescence, HTS, primary screen (AID 431); HPDE-C7K KRASV12 cells, Alamar Blue viability, 48 h; higher % means a stronger effect; one-dose cytotoxicity, % at 10 µM; EC50 in µM for titrated hits; 1.7% of 63,000 active;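 active means compounds whose percent cytotoxicity in the single-dose primary screen, scaled between solvent and toxic-drug controls, exceeds 50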;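 further: 0% = DMSO solvent wells and 100% = doxorubicin-treated wells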
DPM-DC inhibit – blocks S. pneumoniae diphosphomevalonate decarboxylase; purified DPM-DC, PK/LDH coupled NADH fluorescence; 0.49% of 65,000 active; calls only at 10 µM;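 active means the 320 compounds with the highest percent inhibition in the single-dose primary screen, excluding strongly autofluorescent ones, cut at about 32% in these data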;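 further: kinetic rate of NADH fluorescence loss reporting ADP formed by the decarboxylase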
PMK inhibit pilot replicates – further read-out of PMK inhibit, marked with its call; inhibition, %; measured here: pilot screen replicates
MK inhibit pilot replicates – further read-out of MK inhibit, marked with its call; inhibition, %; measured here: pilot screen replicates
DPM-DC inhibit pilot screen % – also measured in DPM-DC inhibit; calls as there; inhibition, %; measured here: pilot screen trials
* hit, by the source's call; i = inactive; . = no result given. Unless noted, no stated cut-off is given here; in the data, active means cytotoxicity above about 50%; inactive means the rest.

SMILES | Bfl-1 displacement | HT1080 viability | Alkaline phosphatase | LYP phosphatase | MK inhibit | HPDE-C7 viability | PMK inhibit | HPDE-C7K KRASV12 | DPM-DC inhibit | others
COc1ccc2c(c1OC)C(=O)N(c1cccc(C(F)(F)F)c1)C2 | -10.2% | -8.3% | 1.7% | -1.8% | 5.0 | 5.0% | 0.0 | 6.9% | i
CN1CCN(c2ccccc2NC(=O)c2ccc(Br)o2)CC1 | -6.0% | -1.8% | 9.7% | 7.3% | 3.0 | -2.4% | 12.0 | -4.8% | i
Cc1ccccc1Cn1c(-c2cncs2)nc2ccccc21 | 0.8% | 5.0% | 6.8% | 6.1% | 11.0 | -9.1% | 8.0 | -1.5% | i
C=CCOc1cccc(C2C(C(=O)c3ccco3)=C(O)C(=O)N2Cc2ccncc2)c1 (stereo not drawn) | -4.8% | -4.9% | 10.0% | -2.4% | 14.0 | -15.1% | 0.0 | -2.7% | i
Cc1cccc(-c2cc3nc4c(c(N5CCOCC5)n3n2)CCCC4)c1 | -2.7% | -0.9% | 14.7% | 1.1% | 4.0 | 7.8% | 7.0 | 11.7% | i | PMK inhibit pilot replicates=0.0;MK inhibit pilot replicates=0.0;DPM-DC inhibit pilot screen %=5.5
Cc1ccc(-n2c(SCC(=O)NCC3CCCO3)nc3c(c2=O)SCC3)cc1 (stereo not drawn) | -6.0% | 1.2% | 2.7% | 9.4% | 3.0 | -2.0% | 3.0 | -2.6% | i
Cc1nn(-c2ccccc2)c(C)c1C(=O)OCC(=O)N1CC(=O)Nc2ccccc21 | -5.7% | -2.1% | 8.0% | . | 0.0 | -3.5% | 14.0 | 3.4% | i
C=CCNC(=O)CC(C)C(CCCCC)C(=O)O (stereo not drawn) | -4.8% | -9.8% | 8.5% | -4.3% | 8.0 | . | 10.0 | . | i
CCOC(=O)C(C)Sc1nc2c(c(=O)[nH]c(=O)n2C)n1C/C=C(/C)Cl (stereo not drawn) | -6.1% | -0.8% | 6.8% | . | 7.0 | 1.0% | 9.0 | -8.3% | i
CCOC(=O)N1CCN(C(=O)CSc2nnc(-c3c[nH]c4ccccc34)n2CCOC)CC1 | -6.2% | -0.2% | -0.3% | 5.3% | 0.0 | 3.4% | 9.0 | 2.3% | i
O=C(NCCc1nc2ccccc2[nH]1)Nc1ccccc1 | 2.1% | -2.5% | 7.7% | . | 7.0 | 2.0% | 0.0 | 22.3% | i
CN(C)S(=O)(=O)N1CCC(CCCC2CCN(S(=O)(=O)N(C)C)CC2)CC1 | 2.7% | . | 5.8% | 1.4% | 4.0 | -3.3% | 0.0 | 5.8% | i
CCOC(=O)CSc1nc2ccccc2c(=O)n1CC | -5.2% | -1.2% | 11.0% | -5.1% | 7.0 | 6.8% | 15.0 | 6.7% | i
Cn1c(SCC(=O)Nc2ccc3cn[nH]c3c2)nnc1-c1cnccn1 | 2.1% | 0.7% | 12.8% | -1.6% | 11.0 | -1.8% | 0.0 | 1.7% | i
C/C(N)=C(/C#N)C(=O)CSc1ncnc2ccccc12 | 1.5% | -5.7% | 5.5% | 14.9% | 5.0 | -11.4% | 23.0 | -6.4% | i
C=C(C)CSC1=C(C#N)C(c2ccccc2)CC(=O)N1 (stereo not drawn) | -1.2% | -3.3% | 9.9% | . | 3.0 | -7.8% | 2.0 | -14.2% | i
O=C(CSc1ccc2nnc(-c3cccs3)n2n1)N1CCOCC1 | 9.8% | 7.7% | 7.1% | 6.5% | 26.0 | 4.4% | 0.0 | 12.9% | i
COc1ccccc1N1CCN(C(=O)C2CCN(S(=O)(=O)N3CCOCC3)CC2)CC1 | -10.9% | 1.7% | 6.7% | . | 0.0 | 10.5% | 17.0 | 3.3% | i
CCCc1nnc(SCC(=O)O)n1/N=C/c1ccc2c(c1)OCO2 | -6.9% | 0.7% | 7.1% | . | 6.0 | 3.0% | 9.0 | 1.4% | i
CC#CCN(CC#CC)S(=O)(=O)c1ccc(S(=O)(=O)N2CCOCC2)cc1 | -5.0% | 18.5% | 11.1% | 13.3% | 0.0 | . | 0.0 | . | i
Cc1cc(SCC(=O)Nc2ccccc2)nc(C)n1 | -3.0% | 0.1% | 6.3% | 10.3% | 2.0 | -3.2% | 5.0 | 8.1% | i
CCc1nnc(NC(=O)CSc2nnc(Cc3ccccc3)n2-c2ccccc2)s1 | -16.7% | 11.5% | 5.8% | . | 3.0 | -12.1% | 16.0 | -4.7% | i
CCOc1cc(C(=O)NCC(C)CN(C)C)cc(OCC)c1OCC (stereo not drawn) | 0.2% | 12.7% | 4.6% | 14.0% | 13.0 | -8.9% | 0.0 | -5.9% | i
O=C1CC(Cc2ccccc2)C(=O)N1c1ccc(Cl)cn1 (stereo not drawn) | -7.5% | -2.8% | 3.7% | 9.9% | 2.0 | 1.3% | 7.0 | 4.7% | i
CCOC(=O)c1ccc2[nH]c3c(c2c1)CN(C)CC3 | -1.8% | -1.9% | 15.2% | 1.9% | 4.0 | -9.8% | 4.0 | -9.2% | i | PMK inhibit pilot replicates=0.5;MK inhibit pilot replicates=0.0;DPM-DC inhibit pilot screen %=4.5
OCC#CCSc1nnc(-c2ccc(Br)cc2)o1 | -0.1% | -2.6% | -3.2% | 6.9% | 11.0 | 10.4% | 10.0 | 3.3% | i
Cc1ccc(CNC(=O)CCNC(=O)Cn2ccc3ccccc3c2=O)o1 | 2.1% | -10.2% | 6.8% | . | 6.0 | -3.1% | 5.0 | -2.9% | i
O=C(Nc1ccc2ccccc2c1)c1cccnc1 | -3.3% | 8.7% | 13.2% | . | 5.0 | -2.3% | 14.0 | 0.5% | i
O=C(NCc1cccs1)C1CCCN(S(=O)(=O)c2ccc3c(c2)OCO3)C1 (stereo not drawn) | -1.8% | -7.0% | 7.6% | 11.9% | 7.0 | -17.1% | 1.0 | -21.8% | i
COC(=O)CSc1nnc(CNc2ccc(F)cc2)o1 | -1.9% | 11.7% | 7.2% | 0.6% | 5.0 | -1.1% | 7.0 | -8.6% | i
c1csc(-c2csc3ncnc(NCCCN4CCOCC4)c23)c1 | -0.3% | 3.8% | 3.1% | -3.3% | 9.0 | -8.4% | 8.0 | -15.5% | i
CCN(CC)C(=O)CSc1nnc([C@@H](NC(=O)OC(C)(C)C)C(C)C)o1 | 7.1% | 18.0% | 3.2% | . | 4.0 | -22.3% | 10.0 | -12.9% | i
Cn1cnnc1SCC(=O)Nc1ccccc1 | 46.9% | 5.5% | 6.5% | -0.1% | 4.0 | -4.7% | 4.0 | 2.7% | i
COc1ccc(OC)c(NC(=O)C2C3CC4OC(=O)C2C4C3)c1 (stereo not drawn) | -3.2% | -1.4% | 14.5% | -0.4% | 5.0 | 18.0% | 7.0 | 2.1% | i | PMK inhibit pilot replicates=1.0;MK inhibit pilot replicates=0.5;DPM-DC inhibit pilot screen %=0.0
CN1C(=O)CC(c2ccco2)Sc2ccccc21 (stereo not drawn) | -9.4% | 23.7% | -2.0% | 18.8% | 3.0 | -5.0% | 4.0 | -4.0% | i
CCNC(=O)CC1C(=O)N(c2ccc(F)cc2)C(=O)N1Cc1ccccn1 (stereo not drawn) | -5.3% | 5.5% | 7.7% | 3.6% | 11.0 | -0.2% | 1.0 | 1.7% | i
CC(C)NC(=O)C1CCCN(c2nnc(-n3cccc3)s2)C1 (stereo not drawn) | 2.0% | 2.6% | 4.8% | 16.2% | 3.0 | -7.6% | 2.0 | 2.3% | i
O=C(c1ccco1)N1CCN(S(=O)(=O)c2ccc(Oc3ccccc3)cc2)CC1 | -0.5% | -2.3% | 16.2% | . | 9.0 | 20.9% | 7.0 | 25.3% | i | PMK inhibit pilot replicates=1.5;MK inhibit pilot replicates=1.0;DPM-DC inhibit pilot screen %=0.5
O=C(NCCN1CCN(C(=O)Nc2ccccc2)CC1)Nc1ccccc1 | 5.3% | -7.9% | 8.1% | 5.7% | 6.0 | -10.1% | 0.0 | -7.6% | i
CCOC(=O)Cc1nnc2c(Nc3ccc(Cl)cc3)nc3nonc3n12 | 6.8% | -16.1% | 11.4% | -3.4% | 0.0 | 68.3%* | 15.0 | 70.2%* | i

Brought forward from above: 6 entries, then new ones.
SMILES | Bfl-1 displacement | HT1080 viability | Alkaline phosphatase | LYP phosphatase | MK inhibit | HPDE-C7 viability | PMK inhibit | HPDE-C7K KRASV12 | DPM-DC inhibit | others
CN1C(=O)CC(c2ccco2)Sc2ccccc21 (stereo not drawn) | -9.4% | 23.7% | -2.0% | 18.8% | 3.0 | -5.0% | 4.0 | -4.0% | i
CCNC(=O)CC1C(=O)N(c2ccc(F)cc2)C(=O)N1Cc1ccccn1 (stereo not drawn) | -5.3% | 5.5% | 7.7% | 3.6% | 11.0 | -0.2% | 1.0 | 1.7% | i
CC(C)NC(=O)C1CCCN(c2nnc(-n3cccc3)s2)C1 (stereo not drawn) | 2.0% | 2.6% | 4.8% | 16.2% | 3.0 | -7.6% | 2.0 | 2.3% | i
O=C(c1ccco1)N1CCN(S(=O)(=O)c2ccc(Oc3ccccc3)cc2)CC1 | -0.5% | -2.3% | 16.2% | . | 9.0 | 20.9% | 7.0 | 25.3% | i | PMK inhibit pilot replicates=1.5;MK inhibit pilot replicates=1.0;DPM-DC inhibit pilot screen %=0.5
O=C(NCCN1CCN(C(=O)Nc2ccccc2)CC1)Nc1ccccc1 | 5.3% | -7.9% | 8.1% | 5.7% | 6.0 | -10.1% | 0.0 | -7.6% | i
CCOC(=O)Cc1nnc2c(Nc3ccc(Cl)cc3)nc3nonc3n12 | 6.8% | -16.1% | 11.4% | -3.4% | 0.0 | 68.3%* | 15.0 | 70.2%* | i
O=C(NCc1ccncc1)c1c(F)c(F)c(F)c(F)c1F | -7.2% | 1.4% | 15.7% | -6.3% | 4.0 | -11.1% | 7.0 | -8.2% | i
O=C(NCc1ccco1)C1CCN(S(=O)(=O)c2ccc(-n3cnnn3)cc2)CC1 | 3.8% | -1.8% | 1.8% | 4.1% | 0.0 | -7.4% | 10.0 | -11.2% | i
O=C(NCC(c1cccnc1)N1CCOCC1)c1cccc(Cl)c1 (stereo not drawn) | -3.3% | -2.2% | 6.3% | 16.4% | 7.0 | -1.2% | 16.0 | -2.9% | i
COc1ccc(N2CCN(Cc3cc(=O)oc4ccc5ccccc5c34)CC2)cc1 | -1.3% | -15.2% | 10.8% | . | 10.0 | 4.8% | 15.0 | 17.1% | i
Cc1cccc(NC(=O)C2CCN(S(=O)(=O)c3cccc4cccnc34)CC2)n1 | -6.8% | -0.1% | 0.6% | -9.8% | 2.0 | 4.9% | 7.0 | -3.9% | i
CCCCNc1nc2c(c(=O)[nH]c(=O)n2C)n1CCOc1ccccc1 | 0.9% | -18.3% | 8.9% | . | 6.0 | . | 12.0 | . | i
CCOC(=O)c1c(C)[nH]c(C)c1C(=O)COC(=O)CNC(=O)c1ccc(OCC)cc1 | 3.9% | 8.6% | 14.1% | . | 13.0 | 12.2% | 10.0 | 14.0% | i | PMK inhibit pilot replicates=2.5;MK inhibit pilot replicates=4.0;DPM-DC inhibit pilot screen %=0.0
N#Cc1c(N)sc2c1CCN(C(=O)OCc1ccccc1)C2 | 3.1% | 5.4% | 16.9% | . | 4.0 | . | 10.0 | . | i
CCN(CC)Cc1c(C(=O)OC(C)C)nnn1-c1nonc1N | 2.2% | 0.6% | 4.6% | . | 5.0 | -8.6% | 16.0 | -11.4% | i
